Bioassay records deposited in PubChem BioAssay by National Center for Advancing Translational Sciences (NCATS).
uPA surface inh: qHTS for Inhibitors of Cell Surface uPA Generation | cell surface uPA generation assay, qHTS | Potency, µM (titrated, usually from 38.3 µM), inactives show top-dose activity change, negative = inhibition, actives largely listed as inhibitors | 330,000 tested, 0.31% active | AID 540303, 2011; active = well fitted inhibition curve with a large enough effect; inconclusive = small, poorly fitted or top-dose-only effect; inactive = no such curve, though single readings can be large or run the other way; tested in mouse RAW 264.7 cells; also: potency is read from the fitted curve at half-maximal effect; nearly all actives have a fitted effect of over 55% in size
hERG WT inh: qHTS for Inhibitors of KCHN2 3.1: Wildtype qHTS; Voltage-gated inwardly rectifying potassium channel KCNH2 (Homo sapiens), Q12809; U2OS, BacMam KCNH2, thallium flux FluxOr; stronger effect = lower value; activity change, % at 1.84 µM; 340,000 tested, 0.37% active; AID 720551, 2013;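 active = maximum activity change below -70%; inconclusive = maximum activity change between -70% and -50%; inactive = maximum activity change above -50%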
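U2OS cells transduced with wild-type KCNH2 virus are loaded with FluxOr dye for 45 min, and thallium flux is measured in kinetic reads before and after stimulation buffer. Rate constants are normalized to DMSO controls.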
USP2a inh: qHTS Assay for Inhibitors of Ubiquitin-specific Protease USP2a Using CHOP2 as the Reporter; Ubiquitin carboxyl-terminal hydrolase 2 (Homo sapiens), O75604; USP2 core, Ub-CHOP2 coupled fluorogenic reporter, 485/531; Potency, µM (titrated, usually from 38.3 µM), inactives show at the top dose activity change, negative = inhibition, hits mostly inhibitors; 330,000 tested, 0.01% active; AID 463254, 2010;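 also: potency is read from the fitted curve at half-maximal effect; plate controls were DMSO wells for no effect and full inhibition by NEM control for full effect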
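Deubiquitinase activity read as fluorescence (485/531 nm) after Ub-CHOP2 cleavage activates the enterokinase reporter on its substrate; USP2 core 10nM, Ub-CHOP2 and substrate 25nM each, 30min compound preincubation then 60min RT; data normalized to NEM, curves fitted.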
FBPA coupling cs: qHTS Assay for Inhibitors of Fructose-1,6-bisphosphate Aldolase from Giardia Lamblia: Coupling assay counterscreen | AID 2472, 2010 | coupling enzyme system counterscreen, AmpLite Red fluorescence | 290,000 tested, 0.67% active | activity change, negative = inhibition, % at 58.2 µM, hits read low; in the data active = activity change below about -30%
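Compounds tested against the coupling enzymes alone at 57.5 uM final; readout was AmpLite Red fluorescence (525/598 nm) after 20 min at RT.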
Eya2 inh: qHTS Assay for Inhibitors of the Phosphatase Activity of Eya2 | Protein phosphatase EYA2 (Homo sapiens), O00167 | recombinant Eya2, OMFP fluorescence dephosphorylation (OMFP is methylfluorescein phosphate) | Potency, µM (highest dose often 76.9 µM), for inactives: top-dose activity, negative = inhibition, most hits filed as inhibitors | 330,000 tested, 0.006% active | AID 488837, 2010; also: potency is read from the fitted curve at half-maximal effect
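Eya2 protein (added as 0.2 uM solution) was preincubated with compound for 10 min at ambient temperature in 50 mM HEPES pH 7.5, 50 mM NaCl, 5 uM MgCl2, 0.05% BSA, 1 mM DTT. OMFP (added at 50 uM) then reacted 10 min; fluorescence read at 485/525 nm.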
BCR signal inh: qHTS Assay to Find Inhibitors of Chronic Active B-Cell Receptor Signaling | ABC-DLBCL IkBa-CBG/CBR reporter, luminescence ratio, 4 h | Potency, µM (top dose mostly 46.1 µM), for inactives: at the top dose ratio change, negative = lower green/red ratio, usual class: inhibitors | 340,000 tested, 0.05% active; active = well fitted inhibition curve with a large enough effect in the signal ratio, with a control signal flat, not every such curve was filed as active; inconclusive = small, poorly fitted or top-dose-only effect, or effect the other way, or a change in a side signal; the % refers to the signal ratio;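 also: potency is read from the fitted curve at half-maximal effect; plate controls were basal doxycycline-induced cells for no effect and cells given 10 µM MG132 for full effect; MG132 reads +100%, hits lower the ratio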
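TMD8 ABC-DLBCL cells carrying doxycycline-inducible green luciferase fused to IkappaBalpha plus unfused red luciferase were exposed to compounds (up to 46 uM) for 4 hrs at 37C. Activity came from the overlap-corrected green/red luminescence ratio.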
PKM2 activator: qHTS Assay for Activators of Human Muscle isoform 2 Pyruvate Kinase. 260,000 tested, 0.34% active. Pyruvate kinase PKM (Homo sapiens), P14618. Potency, µM (highest dose often 57.5 µM), inactives show top-dose activation, most hits filed as activators. purified PKM2, Kinase-Glo ATP luminescence, activation; response scale: 0% is enzyme alone, no compound; also: potency is read from the fitted curve at half-maximal effect; nearly all actives have a fitted effect of over 55% in size
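Purified hPK-M2 (>95%) run at intermediate activity with 0.1 mM ADP and 0.5 mM PEP in 50 mM imidazole pH 7.2, KCl, MgCl2; 1 h room temperature. ATP formed read by Kinase-Glo luminescence; normalized to uninhibited and no-enzyme controls.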
B2AR arrestin: qHTS assay of beta-arrestin-biased ligands of beta2-adrenergic receptor; Beta-2 adrenergic receptor (Homo sapiens), P07550; Potency, µM (doses to about 46.1 µM), for inactives: at the top dose activation, usual class: activators; 330,000 tested, 0.02% active; beta-arrestin recruitment to beta2AR, cell-based reporter;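 also: potency is read from the fitted curve at half-maximal effect; 0% = DMSO controls and full agonism = EC100 isoproterenol or metaproterenol; nearly all actives have a fitted effect of over 65% in size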
Target sequence (P07550 whole entry, looked up): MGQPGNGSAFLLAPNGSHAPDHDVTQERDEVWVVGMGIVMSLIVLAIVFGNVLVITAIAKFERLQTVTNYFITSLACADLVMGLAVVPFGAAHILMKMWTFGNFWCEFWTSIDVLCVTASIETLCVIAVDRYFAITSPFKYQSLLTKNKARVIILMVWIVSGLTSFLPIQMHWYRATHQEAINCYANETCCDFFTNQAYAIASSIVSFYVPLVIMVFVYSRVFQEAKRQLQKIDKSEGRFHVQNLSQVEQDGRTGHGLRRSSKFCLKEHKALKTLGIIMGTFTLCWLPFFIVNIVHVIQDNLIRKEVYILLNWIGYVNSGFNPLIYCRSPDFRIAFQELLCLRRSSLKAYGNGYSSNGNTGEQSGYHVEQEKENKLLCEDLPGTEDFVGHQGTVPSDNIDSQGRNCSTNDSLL
GALK inh: qHTS Assay for Inhibitors of Human Galactokinase (GALK). Purified GALK, Kinase-Glo residual ATP luminescence. Potency, µM (series often up to 57.5 µM), inactives show at the top dose activity change, negative = inhibition, actives largely listed as inhibitors. 270,000 tested, 0.007% active. AID 1868, 2009; also: potency is read from the fitted curve at half-maximal effect
Target sequence (P51570 whole entry, looked up): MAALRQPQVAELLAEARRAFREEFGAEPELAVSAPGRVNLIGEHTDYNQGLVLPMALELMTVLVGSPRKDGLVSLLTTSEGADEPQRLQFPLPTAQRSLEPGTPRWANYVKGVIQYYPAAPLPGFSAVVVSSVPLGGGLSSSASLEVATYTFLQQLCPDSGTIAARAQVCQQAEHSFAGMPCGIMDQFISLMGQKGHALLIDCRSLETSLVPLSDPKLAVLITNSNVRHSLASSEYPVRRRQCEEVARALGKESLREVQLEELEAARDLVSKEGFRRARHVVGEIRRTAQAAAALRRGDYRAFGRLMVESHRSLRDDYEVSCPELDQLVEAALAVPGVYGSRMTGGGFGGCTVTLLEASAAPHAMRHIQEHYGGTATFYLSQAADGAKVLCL
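5 nM enzyme, 35 uM ATP, 100 uM galactose, 20 mM HEPES pH8.0, 5 mM MgCl2; 1 h RT; residual ATP by Kinase-Glo Plus luminescence, qHTS format.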
KCNH2 3.1 inh: qHTS for Inhibitors of KCHN2 3.1: Mutant qHTS | activity change, % (tested at about 1.8 µM) | 340,000 tested, 0.95% active | U2OS KCNH2 3.1, thallium flux FluxOr; stronger effect = lower value | AID 720553, 2013;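 active = maximum activity change below -70%; inconclusive = maximum activity change from -70% to -50%; inactive = maximum activity change above -50%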;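 also: thallium influx rate constant from kinetic fluorescence after stimulation buffer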
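Virally transduced U2OS (3.1 isoform, 4 h infection in dark at RT) → overnight 37 C → FluxOr + Red40 in HBSS/HEPES, 45 min → stimulation buffer, 2 min kinetic read → rate constant vs DMSO controls.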
Giardia killer: Small Molecules that selectively kill Giardia lamblia: qHTS; activity change, % at 7.66 µM, hits read low; Giardia lamblia trophozoite viability; 340,000 tested, 0.15% active; in the data active = activity change below about -80%; inconclusive = between about -30% and that limit;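 also: parasites exposed to compound for two days anaerobically before the ATP read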
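Luminescent ATP signal served as the viability read-out, measured 15-30 min after adding ATP detection reagent to trophozoites that had been incubated with compounds for 48 hrs at 37 deg C anaerobically at 100 cells/well.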
* marks the source's active call; other numbers are inactive results; ? = inconclusive; . = not tested or not shown. Unless noted, calls follow the shape of the dose curve; as a rule, active = well fitted curve in the direction sought with a large enough effect; inconclusive = small, poorly fitted or top-dose-only effect, or another doubt; inactive = no such curve, though single readings can be large; an effect the other way counts as inactive or inconclusive. Unless noted, % is scaled to controls: 0 for no effect and ±100 for the full control effect.

SMILES	uPA surface inh	hERG WT inh	USP2a inh	FBPA coupling cs	Eya2 inh	BCR signal inh	PKM2 activator	B2AR arrestin	GALK inh	KCNH2 3.1 inh	Giardia killer
Cc1ccc2c(CN3CCN(CCO)CC3)cc(=O)oc2c1C	.	-11	2%	-1	-21%	7%	4%	0.0%	1%	8	16
COc1ccc(/C=N\N=C2/SC(CC(=O)O)C(=O)N2c2ccc(O)cc2)cc1 (configuration not stated)	-10%	2	-1%	1	-3%	0%	-2%	-0.4%	-2%	-6	-10
CSc1cc(-c2ccccc2)n(C)c(=O)c1C#N	-8%	1	0%	3	-2%	9%	.	-0.1%	10%	-11	-14
COc1ccc(C(=O)COC(=O)Cn2cnc3c2c(=O)n(C)c(=O)n3C)c(OC)c1	1%	-6	3%	2	-1%	1%	0%	-0.5%	5%	4	-15
COC(=O)c1ccccc1NC(=O)c1cnn2cccnc12	-3%	2	-2%	3	-10%	?	-6%	0.1%	0%	5	-6
CCOC(=O)/C=C1\SCC(=O)N1CC(=O)NC12CC3CC(CC(C3)C1)C2	-2%	-41	5%	-2	-24%	?	-1%	0.0%	-3%	24	10
O=C(O)c1cc(OCc2ccccc2)cc(OCc2ccccc2)c1	6%	-1	-2%	8	-19%	0%	.	-0.3%	-8%	14	-11
O=C(NC1CCCCC1)C1Cc2ccccc2CN1S(=O)(=O)c1ccc(F)cc1 (configuration not stated)	-1%	12	0%	1	8%	?	-5%	-0.8%	-1%	11	-9
CCCOC(=O)CSc1nnc(-c2cc(OC)c(OC)c(OC)c2)o1	-4%	4	0%	3	-24%	-1%	2%	-3.4%	-1%	-7	7
Cc1ccc(NC(=O)Cc2ncc(C(F)(F)F)cc2Cl)cc1Cl	-1%	-14	2%	.	-10%	17%	1%	-0.3%	0%	3	-14
Cc1ccc(NC(=O)CN(C)C(=O)CSc2ncc(C(F)(F)F)cc2Cl)cc1	0%	-5	0%	0	-19%	3%	-4%	0.8%	-3%	-17	-7
O=C(CNC(=O)OCc1ccccc1)NC1CCCCCCC1	-2%	1	1%	6	2%	1%	-4%	0.1%	1%	11	6
CCOC(=O)c1cc(-c2ccco2)nn1-c1ccc(C)cc1	-3%	-4	0%	0	14%	?	-26%	-0.3%	-3%	-5	0
CN(C)c1ccc(/C=N/Nc2cccc(C(=O)O)c2)cc1	10%	4	1%	1	7%	?	.	0.1%	2%	14	4
COC(=O)C1=C(C)N(Cc2ccco2)C(=O)N[C@@H]1c1ccccc1	7%	2	2%	0	1%	6%	10%	0.1%	.	-10	-11
COc1cc(NC(=O)COc2ccccc2)c(OC)cc1NC(C)=O	5%	-7	2%	-5	-7%	?	0%	-0.9%	-2%	-12	2
CNC[C@@H](C)NC[C@@H](Cc1ccccc1)NCCc1ccccc1	-8%	45	2%	0	5%	?	4%	0.4%	.	11	-2
Cc1cnc(NC(=O)CCNC(=O)c2ccc([N+](=O)[O-])cc2)s1	-2%	.	4%	0	-7%	2%	0%	-0.2%	-3%	9	-2
CCOc1ccc(N2CC(C(=O)Nc3ccc4c(c3)OCCO4)CC2=O)cc1 (configuration not stated)	1%	9	2%	2	19%	-6%	.	0.3%	-1%	-44	8
COc1ccc(C(CNC(=O)c2cc3ccccc3o2)N2CCCCC2)cc1 (configuration not stated)	9%	20	16%	1	3%	2%	6%	0.0%	-2%	-7	6
CCn1c(SCc2nc(N)nc(N3CCCCC3)n2)nc2c1c(=O)n(C)c(=O)n2C	-5%	-1	1%	0	-1%	0%	-9%	-0.4%	1%	6	-5
COc1ccc(C(=O)CNc2ccccc2C#N)cc1	1%	4	2%	1	6%	10%	.	-0.1%	-8%	8	-1
CN(C)c1ccc(C(=S)N2CCN(C(=S)Nc3cccc4ccccc34)CC2)cc1	-4%	-11	-3%	1	1%	2%	1%	0.1%	6%	-4	20
CN1CCCN(C(=O)CC2(CC(=O)O)CCCC2)CC1	3%	5	1%	-1	1%	3%	2%	0.4%	0%	-3	-15
Cc1ccc(CNC(=O)COc2ccccc2-c2ccccc2)cc1	2%	-1	3%	4	-10%	0%	-14%	-0.2%	-2%	-4	-3
COC(=O)c1ccc(OCC2c3cc(OC)c(OC)cc3CCN2C(=O)c2ccco2)cc1 (configuration not stated)	.	-3	-7%	0	2%	?	19%	-0.8%	2%	-173*	0
CC(Sc1nnc(Cc2ccccc2)o1)C(=O)Nc1ccccc1[N+](=O)[O-] (configuration not stated)	8%	-16	1%	.	12%	?	.	-0.2%	.	10	-13
COc1ccc(NC(=O)Nc2ccc(C(=O)N3CCOCC3)cc2)cc1	3%	-4	3%	1	21%	-14%	-2%	0.0%	-2%	-13	1
ClCc1c2ccccc2cc2ccccc12	-1%	-12	0%	.	10%	?	.	-0.1%	.	0	-6
COCCN(C(=S)Nc1ccc(C(C)C)cc1)C(C)c1cccs1 (configuration not stated)	16%	7	8%	-3	-8%	-4%	4%	0.1%	0%	4	-20

Quoted from the listing.
Reading for `COC(=O)c1ccc(OCC2c3cc(OC)c(OC)cc3CCN2C(=O)c2ccco2)cc1` (configuration not stated) in hERG WT inh: -3
Reading for `CN(C)c1ccc(C(=S)N2CCN(C(=S)Nc3cccc4ccccc34)CC2)cc1` in PKM2 activator: 1%
Reading for `COc1ccc(C(=O)CNc2ccccc2C#N)cc1` in Eya2 inh: 6%

(more compounds)
SMILES	uPA surface inh	hERG WT inh	USP2a inh	FBPA coupling cs	Eya2 inh	BCR signal inh	PKM2 activator	B2AR arrestin	GALK inh	KCNH2 3.1 inh	Giardia killer
COc1cc(CNn2cnnc2)ccc1OCC(=O)NC(C)(C)C	3%	15	-1%	1	12%	-3%	4%	-2.8%	2%	-34	3
COc1ccc(C)cc1N(C(=O)CNC(=O)c1ccco1)C(C(=O)NC1CCCC1)c1cccnc1 (configuration not stated)	0%	-3	0%	0	6%	2%	1%	0.6%	-2%	-4	4
Cc1ccc(C(=O)OCC(=O)NC(C)c2ccccc2)s1 (configuration not stated)	2%	-3	2%	.	4%	2%	.	-0.5%	.	-4	-13
CCOC(=O)c1ccccc1NC(=O)c1cccc(F)c1	4%	3	1%	1	7%	0%	3%	0.0%	-6%	-6	-6
O=C1C2=C(CCCC2)C(=O)N1c1cccc(OCCBr)c1	-4%	1	3%	0	5%	-4%	0%	-0.1%	.	-40	-20
COc1ccc(C/C(N)=N/OC(=O)CCc2ccccc2)cc1	2%	-10	2%	3	-7%	?	.	0.0%	7%	-35	13
Cc1ccc(S(=O)(=O)NCCC(=O)N2CCC(Cc3ccccc3)CC2)cc1	2%	-5	0%	.	-2%	2%	.	0.5%	.	-25	-8
O=S(=O)(c1ccc(F)cc1)c1nc(-c2ccco2)oc1Nc1ccc(F)cc1	17%	22	1%	-2	-4%	?	-1%	0.2%	-3%	15	-13
Cc1nc(NS(=O)(=O)c2ccc(Cl)s2)c2c3c(sc2n1)CCCC3	1%	6	1%	8	3%	7%	0%	0.3%	?	0	-12
CCCCCCCC[n+]1cccc(C(=O)N(CC)CC)c1	-1%	.	1%	-2	1%	0%	-5%	-0.2%	0%	4	-5
COc1cc(NC(=S)NCCC(c2ccccc2)c2ccccc2)c(OC)cc1Cl	-6%	-8	-1%	0	-8%	?	-20%	-0.7%	0%	-31	-6
O=C1CCCc2ccccc2N1Cc1ccc(Cl)cc1Cl	-1%	-8	2%	7	1%	15%	-2%	-0.1%	0%	-17	6
O=C(O)C1CCCN(C(=O)NCc2ccccc2)C1 (configuration not stated)	3%	4	-1%	0	6%	2%	-1%	-0.2%	1%	2	12
Cc1cc(C(=O)Nc2cccc(O)c2)c(C)o1	3%	-31	1%	3	4%	?	-1%	0.0%	-3%	2	-1
CC(C(=O)Nc1nc2ccccc2[nH]1)N1C(=O)C2CC=CCC2C1=O (configuration not stated)	2%	-4	1%	2	0%	2%	-2%	0.0%	4%	-9	-5
COc1ccccc1N(CC(=O)Nc1ccccc1C(=O)N1CCCC1)S(C)(=O)=O	1%	-4	2%	1	5%	?	-8%	0.4%	12%	-4	4
